# PAD4 FP inh: inhibitors of human PAD4. Q9UM07. recombinant PAD4, RCA probe fluorescence polarization. inhibition, % at 6.36 µM. actives 0.41% (n = 330,000);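 active = percent inhibition above a cutoff equal to the mean of all tested compounds plus 3 SD, cut at about 15% in these data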;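 note: 0% = PAD4 with RCA probe and DMSO and 100% = probe without PAD4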
# GLD-1 TGE inh: GLD-1-TGE RNA interaction inhibition (C. elegans). Q17339. purified GLD-1 + fluorescein TGE RNA, fluorescence polarization. inhibition, % at 5.96 µM. actives 0.44% (n = 320,000). AID 2280;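 active = percent inhibition above a per-plate cutoff, the plate mean of test compounds plus 3 SD, cut at about 30% in these data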;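 note: 0% = DMSO wells with GLD-1 and probe and 100% = wells lacking GLD-1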
# MEX-5 binding: C. elegans MEX-5 TCR-2 RNA binding activity; Q9XUB2; MEX-5/FITC-TCR2 RNA binding, fluorescence polarization; stronger effect = lower value; activity score (negative = inhibition of binding), % at 10 µM; actives 0.38% (n = 300,000); AID 1832;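 active = inhibition past about -25% in most replicates, and total fluorescence under double the plate's negative control median, limit read from the data; inconclusive = replicates evenly split on the limit, or fluorescence at least double controls; inactive = too little inhibition in most replicates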;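 note: 0% = DMSO and -100% = 5 µM competing unlabeled TCR2 RNA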
# Target sequence (Q9XUB2 whole entry, looked up): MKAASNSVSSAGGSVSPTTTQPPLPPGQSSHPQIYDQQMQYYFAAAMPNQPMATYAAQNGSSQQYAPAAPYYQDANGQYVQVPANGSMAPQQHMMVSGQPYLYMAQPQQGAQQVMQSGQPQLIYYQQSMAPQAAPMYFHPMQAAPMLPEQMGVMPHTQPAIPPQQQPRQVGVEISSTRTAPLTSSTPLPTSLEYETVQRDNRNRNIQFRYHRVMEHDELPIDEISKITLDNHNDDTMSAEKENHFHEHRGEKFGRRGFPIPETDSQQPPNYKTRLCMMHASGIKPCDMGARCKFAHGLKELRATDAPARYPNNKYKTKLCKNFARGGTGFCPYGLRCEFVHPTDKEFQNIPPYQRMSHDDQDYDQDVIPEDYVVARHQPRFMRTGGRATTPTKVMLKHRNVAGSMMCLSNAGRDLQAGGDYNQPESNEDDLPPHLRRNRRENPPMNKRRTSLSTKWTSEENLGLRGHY
# PME-1 primary: blocks human protein phosphatase methylesterase 1; actives 0.53% (n = 320,000); inhibition, % at 5.9 µM; AID 2130; recombinant PME-1, FP-Rh probe fluorescence polarization;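 active = inhibition above the campaign mean of all compounds plus 3 SD, cut at about 26% in these data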;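 note: competitive labeling of PME-1 active site by serine hydrolase directed probe; 0% = PME-1 with DMSO and 100% = wells lacking PME-1 enzyme; inhibitors block probe labeling so polarization falls and inhibition rises; many of its hits are not listed in these tables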
# MCL1 BIM primary: disrupts human MCL1 binding to BIM-BH3 peptide. Q07820. GST-MCL1 / FITC-Bim-BH3 fluorescence polarization. inhibition, % at 10.9 µM. actives 0.68% (n = 320,000). AID 2057;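 active = inhibition above the mean inhibition of all tested compounds plus 3 SD, set per campaign, cut at about 40% in these data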;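 note: 0% = DMSO wells and 100% = unlabeled Bim-BH3 peptide control; higher means more loss of mP so more displacement of Bim peptide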
# Target sequence (Q07820 whole entry, looked up): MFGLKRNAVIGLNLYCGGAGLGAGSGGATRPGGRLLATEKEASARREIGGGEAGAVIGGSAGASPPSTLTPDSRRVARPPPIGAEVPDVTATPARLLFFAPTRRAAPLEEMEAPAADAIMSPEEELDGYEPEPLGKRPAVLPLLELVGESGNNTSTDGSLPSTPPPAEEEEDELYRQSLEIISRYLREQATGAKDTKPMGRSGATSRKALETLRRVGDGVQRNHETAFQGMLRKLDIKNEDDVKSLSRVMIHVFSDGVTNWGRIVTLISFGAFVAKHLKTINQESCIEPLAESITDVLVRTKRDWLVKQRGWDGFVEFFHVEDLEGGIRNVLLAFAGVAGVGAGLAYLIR
# Fam108B inh: Fam108B inhibition, counter-screen for RBBP9 inhibitors; recombinant Fam108B, FP-Rh probe fluorescence polarization; inhibition, % at 9.51 µM; actives 0.33% (n = 300,000); AID 1947;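 active = inhibition above the screen mean inhibition plus 3 SD, computed separately per campaign, cut at about 18% in these data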;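 note: inhibitors lower polarization as less probe binds the enzyme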
# TPT1 inh: blocks Candida albicans tRNA 2'-phosphotransferase; recombinant caTPT1, FP RNA substrate dephosphorylation; inhibition, % at 5 µM; actives 0.81% (n = 300,000); AID 1962;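 active = inhibition above the mean of all tested compounds plus 3 SD, set per screening campaign, cut at about 24% in these data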;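 note: plate controls were DMSO alone for no effect and ferristatin control at 100 nM for full effect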
# Bcl-xL primary: blocks human Bcl-xL binding to Bim BH3 peptide | Q07817 | GST-Bcl-xL / FITC-Bim BH3 peptide fluorescence polarization | inhibition, % at 10.9 µM | actives 0.7% (n = 320,000) | AID 2129;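 active = inhibition above the mean of all tested compounds plus 3 SD, cutoff set per campaign, cut at about 30% in these data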;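 note: 0% = DMSO wells and 100% = unlabeled Bim-BH3 peptide competitor; inhibitors lower millipolarization by displacing the labeled peptide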
# Target sequence (Q07817 whole entry, looked up): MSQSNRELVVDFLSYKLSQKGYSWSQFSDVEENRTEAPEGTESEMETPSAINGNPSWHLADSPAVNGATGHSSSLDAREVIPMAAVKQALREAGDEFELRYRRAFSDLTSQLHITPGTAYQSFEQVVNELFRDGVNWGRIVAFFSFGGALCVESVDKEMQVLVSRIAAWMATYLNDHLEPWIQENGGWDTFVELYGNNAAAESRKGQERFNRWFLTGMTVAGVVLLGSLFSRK
# GSTO1 counter: blocks human GSTO1 in RBBP9 counter-screen; AID 1974; P78417; actives 1.1% (n = 300,000); recombinant GSTO1, activity-based probe fluorescence polarization; inhibition, % at 5.96 µM;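 active = inhibition above the campaign mean inhibition plus 3 SD, cut at about 35% in these data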;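 note: 0% = GSTO1-1 with DMSO and 100% = wells lacking GSTO1-1 enzyme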
# The depositor's hits bear a star; ? = inconclusive; . = not tested or not shown. Some of the compounds tested (hit frequency here may not be typical).
SMILES,PAD4 FP inh,GLD-1 TGE inh,MEX-5 binding,PME-1 primary,MCL1 BIM primary,Fam108B inh,TPT1 inh,Bcl-xL primary,GSTO1 counter
Cc1cc(NS(=O)(=O)Cc2ccccc2)cc(C)c1OCC(=O)N1CCOCC1,-0.5,1.8,-0.2,4.8,12.2,-1.6,-4.2,8.7,-0.7
CC1(C)C(=O)N(c2ccccc2)C1c1ccccc1O (configuration not stated),0.0,-0.5,0.5,-15.0,-8.7,-2.6,3.1,-5.6,1.0
COc1ccc(NC(=O)CSc2cc(C)nc3c(-c4ccccc4)cnn23)cc1,1.8,0.4,2.8,-4.6,-0.9,-3.7,-1.7,-0.9,-12.1
O=C(c1cccc(Cl)c1)N1CCN(S(=O)(=O)c2ccc(Cl)s2)CC1,-1.8,1.3,.,-3.1,-14.3,.,.,-5.6,.
O=C(COc1cc2oc(=O)c3c(c2cc1Cl)CCC3)NCC1CCC(C(=O)O)CC1 (configuration not stated),1.4,6.9,-3.2,-2.1,1.7,1.5,-0.4,2.9,-1.8
Cn1c(SCC(=O)O)nnc1C1CCCCC1,0.4,0.1,-2.3,4.6,4.2,-3.3,-2.2,1.8,5.3
COc1ccc(OC)c(NC(=O)CCn2ccnc2)c1,-0.4,6.3,-3.6,-6.6,-4.7,-2.4,-2.1,3.5,1.7
Cc1ccc(C(=O)CSc2nnc(COc3ccc(C#N)cc3)n2-c2ccccc2)cc1,-2.1,7.0,-2.0,4.2,-5.2,-2.1,-7.1,-3.5,-11.1
CCCS(=O)(=O)N1CCCC(C(=O)N2CCN(c3ccccc3)CC2)C1 (configuration not stated),0.6,-1.3,0.3,-1.8,3.9,-2.9,4.2,6.0,-4.0
Cc1ccc(-n2ncc3c(=O)n(CC(=O)N(C)C)cnc32)cc1,-0.1,1.9,-0.7,-4.0,-2.3,7.8,2.6,1.9,5.8
Cc1cc(C(=O)N/N=C2\CCCC(C)C2)n[nH]1 (configuration not stated),4.3,8.2,5.2,8.5,1.0,2.5,-4.0,9.4,7.0
COc1cc(OC)cc(C(=O)NC2CCN(Cc3nnnn3Cc3cccs3)CC2)c1,-0.8,-6.4,1.3,1.9,0.4,0.9,1.8,0.9,-2.0
CC(=O)Nc1ccc(NC(=O)CSc2nnc(C3CC3)n2C)cc1,0.1,-3.3,0.7,6.0,2.3,-6.4,-1.3,5.8,-0.6
Cc1cc(C)c(NC(=O)CS(=O)CC(=O)Nc2ccc(-n3cnnn3)c(C)c2)c(C)c1 (configuration not stated),-4.1,-4.3,-2.1,-1.1,0.6,0.2,0.2,1.2,-8.4
O=C(N/N=C/c1cc(Br)cs1)c1ccc2c(c1)OCCO2,-2.9,5.8,-1.0,-0.9,8.8,-1.8,0.4,3.8,-8.8
COc1cc(C2NC(=S)NC(C)=C2C(=O)OC(C)C)ccc1OC(C)C (configuration not stated),-4.0,-0.4,?,-2.8,5.1,-3.4,0.0,-0.2,11.1
Cc1ccc(NS(=O)(=O)c2ccc(C(=O)NCC3CCCO3)cc2)cc1 (configuration not stated),2.6,1.6,0.3,-0.8,1.6,0.6,-1.1,2.1,10.0
CCCCn1c(N)c(NCc2ccccc2)c(=O)[nH]c1=O,-1.5,19.5,-7.9,-1.1,16.4,-0.1,-7.0,20.2,-3.2
Cc1ccc(-n2nc(C)c3c2OC(N)=C(C#N)C3c2ccc(C)o2)cc1 (configuration not stated),-10.7,7.6,0.0,3.5,7.7,3.1,-0.2,9.4,47.8*
COc1ccc(Cl)cc1S(=O)(=O)n1ccnc1,-4.1,2.5,0.2,-0.2,2.7,9.5,-0.5,2.6,0.8
Cc1ccc(NC(=O)c2ccc(S(=O)(=O)N3CCC(C)CC3)cc2)cc1,-1.1,5.7,1.3,-1.1,-8.1,-1.8,-0.9,-1.7,-0.5
CC(=O)Nc1ccc2nc(-c3ccco3)[nH]c2c1,-3.2,-4.7,0.4,1.8,3.5,5.0,2.3,6.2,-1.9
O=S1(=O)CCOCCCN1Cc1ccccc1,0.0,-3.4,1.7,-2.5,5.5,2.1,-2.2,-0.9,8.5
CCc1nnc(NC(=O)CCC(=O)N2CCN(S(=O)(=O)c3ccc(OC)cc3)CC2)s1,1.9,0.8,1.0,9.6,5.1,3.0,-0.4,4.4,1.6
CCOC(=O)CNC(=O)N1CCCC(N(C)CCc2ccccc2)C1 (configuration not stated),1.9,-0.5,0.4,-1.6,3.1,2.1,-7.2,-0.9,-2.8
NC(=O)CC(NC(=O)c1ccccc1)c1ccc(NCCCN2CCCC2=O)c([N+](=O)[O-])c1 (configuration not stated),3.5,0.2,1.7,11.0,1.1,3.3,-2.9,3.3,5.1
Cc1ccccc1C(=O)Nc1ccnn1C1CCN(Cc2ccncc2)CC1,-3.0,9.5,-10.7,8.2,18.2,-1.2,0.3,23.7,2.0
N#Cc1c([N+](=O)[O-])cc([N+](=O)[O-])cc1S(=O)(=O)Cc1ccccc1,-0.6,-0.5,.,20.4,19.6,.,.,7.2,.
Cc1ccc(CN2CCN(CC(C)C)C(CCO)C2)s1 (configuration not stated),-1.9,2.3,-1.0,0.9,3.8,-2.3,-3.4,4.4,-1.4
CC(C)Cn1c(SCC(=O)Nc2ccc3[nH]c(=O)[nH]c3c2)nc2ccccc2c1=O,2.3,4.0,-0.4,-4.7,5.5,5.7,-2.8,0.2,1.9
O=C(OCC(=O)c1c[nH]c2ccccc12)c1cc2ccccc2cc1O,-4.7,-5.2,1.2,-14.6,-15.8,-4.3,2.9,-3.7,0.1
Cn1c2c(c(=O)n(C)c1=O)CN(CCc1ccccc1)CN2,2.6,-0.7,-2.9,-4.1,-0.7,-0.3,-1.1,-2.4,1.5
COC(=O)c1c(NC(C)=O)sc2c1CCCC2,-0.4,0.6,4.2,-2.3,7.5,3.9,-4.4,8.8,6.3
O=C(NNc1ccc(F)cc1F)C1CCC1,1.2,8.2,2.3,-2.4,1.1,-0.8,-1.4,4.0,12.3
C/C(=N\N1C(=O)c2ccccc2C1=O)c1cccc([N+](=O)[O-])c1,-1.2,5.6,0.2,-1.9,-1.9,-6.7,1.0,0.3,2.0
Cc1c(C(=O)NNC(=O)c2csc(N3CCOCC3)n2)oc2ccccc12,0.8,-2.0,.,4.0,9.1,.,.,-0.4,.
CCN(CC)Cc1nc2c(c(=O)[nH]1)C1(CCCCC1)Cc1ccccc1-2,-0.4,0.0,1.9,-3.2,0.9,0.2,0.7,4.2,5.5
CCOc1cc(C(=O)NCc2ccco2)cc(OCC)c1OCC,-1.2,5.5,0.6,-2.6,0.9,4.7,0.5,6.2,7.0
COc1cccc(C(=O)OCCN2C(=O)c3ccccc3C2=O)c1OC,-5.6,-0.9,2.2,-2.6,-0.4,-4.6,0.9,4.0,-0.8
CCc1ccccc1NC(=O)c1cc(C)no1,2.8,-3.0,3.4,-0.2,4.0,1.3,-3.6,7.5,4.1
Cc1cccc(C(=O)Nc2ccnc(-c3cccnc3)n2)c1,1.1,-0.1,2.6,-2.7,-1.4,-3.0,-3.3,4.6,0.3
COc1ccc(N2CCN(CC(=O)Nc3nnc(-c4ccccc4)s3)CC2)cc1,-3.3,-1.9,-2.1,-8.9,1.4,-0.2,-0.8,-2.2,-0.8
CCCCCCCC[n+]1c(C)n(-c2ccccc2)c2ccc(NC(C)=O)cc21,-3.4,1.0,1.7,1.4,-13.6,-4.3,0.5,-15.9,-9.8
Cc1cc(C)c(NC(=O)OCCN2CCOCC2)c(C)c1,1.0,-0.7,-1.1,1.9,0.5,2.0,-6.8,1.6,2.4
COCCOC(=O)c1c(NC(=O)CN(C)c2ccccc2)sc(C(N)=O)c1C,-19.6,-5.2,0.9,0.2,-2.1,4.6,1.8,-8.0,-1.4
CC(C)CNC(=S)N(CCN(C)C)Cc1cc2cc3c(cc2[nH]c1=O)OCO3,2.4,5.2,-0.4,1.7,12.3,0.4,-1.6,2.0,-8.6
CCC(C)NCCCOc1ccc([N+](=O)[O-])cc1 (configuration not stated),-4.7,4.9,-1.5,-9.6,1.3,0.5,3.7,1.5,4.1
O=C(c1cccs1)N1CCN(C2CCCCC2)CC1,-3.0,0.3,-0.8,-7.0,3.4,-4.5,-3.2,9.7,-1.6
O=C(Nc1ccccc1)Nc1cccn(Cc2c(F)cccc2Cl)c1=O,-2.4,0.9,-0.4,6.7,-9.1,-2.2,5.8,-2.4,-3.7
COc1ccc2nc3ccccc3nc2c1,-4.2,27.1,-2.6,-1.3,36.3,2.5,-10.1,35.3*,8.3
COc1ccc(S(=O)(=O)NCC2CCCN(Cc3cn(C)nc3C)C2)cc1 (configuration not stated),-5.8,-5.3,-2.7,-4.4,-9.0,-1.6,-1.1,-6.3,-2.8
Cc1cc(S(=O)(=O)NCC(C)C)ccc1OCC(=O)NC1CC1,0.7,-3.6,-2.3,1.7,0.3,-1.3,-0.4,-2.4,1.6
Nn1c(COc2ccccc2F)nnc1SCC(=O)NC1CCS(=O)(=O)C1 (configuration not stated),-1.8,2.8,-1.2,0.5,-4.7,0.1,-0.8,-4.4,-2.2
COc1ccc(NC(=O)c2cc(OC)c(OC)c(OC)c2)cc1S(=O)(=O)N1CCCCC1,-3.2,-3.2,3.9,-5.9,4.9,-4.1,-2.8,6.8,-4.9
Cc1ccc(OCC(=O)NNC(=O)Cn2c(=O)cnc3ccccc32)cc1,0.8,12.3,-2.7,-2.8,-3.0,-0.8,0.9,1.5,0.3
Cc1cccc(C)c1NC(=O)C1(N2CCN(C(=O)c3ccco3)CC2)CCCCC1,3.6,2.4,0.6,0.2,5.5,3.8,-4.8,4.1,-2.3
CCc1nn(-c2cc(Oc3cccc4ccccc34)nc(-c3ccccc3)n2)c(N)c1C#N,-9.6,-0.8,.,3.7,4.5,0.9,3.0,4.8,-2.6
Cc1c(NC(=O)/C(C#N)=C/c2c(N3CCCCC3)nc3ccccn3c2=O)c(=O)n(-c2ccccc2)n1C,-3.3,-2.5,-2.3,2.7,11.5,2.8,0.5,3.1,5.1
Cc1ccc(N2CCN(S(=O)(=O)c3ccc(C)cc3)CC2)cc1,2.6,2.4,0.4,-2.0,-0.8,2.1,0.7,3.2,-0.6
CC(C)C[C@H](NC(=O)c1nc[nH]c1C(=O)NC(c1ccccc1)c1ccccc1)C(=O)OCc1ccccc1,3.6,2.1,0.9,-6.8,6.5,-14.9,-3.0,5.6,-13.4
Cc1ccc(C)c(N2N=C(C(=O)Nc3ccccc3N3CCOCC3)CCC2=O)c1,5.7,-6.5,.,20.8,-6.8,.,.,-1.2,.
Cc1ccc(OCc2cc(C(=O)N3CCN(C4CCCCC4)CC3)no2)cc1C,2.1,-3.6,2.3,2.7,11.5,-1.0,2.9,11.9,-3.2
CCOC(=O)c1c(NC(=O)CC2Nc3cc(C)c(C)cc3NC2=O)sc(C)c1C (configuration not stated),0.7,-8.6,1.3,-0.4,0.6,5.3,16.7,2.5,6.5
